mIAP activ – activators of mouse IAP, primary screen, biochemical, luminescence, uHTS | muIAP, CDP-Star luminescence, 30 min; active compounds read high; 1 = vehicle-only enzyme signal, 0 = enzyme-free wells | activation factor at 10 µM | 330,000 tested, 0.24% active | AID 2805, 2010;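 active = activation factor of at least 2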; also: the source names both 10 and 20 µM as test concentration; values of inactives mirror those of a sister screen read the other way
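System: mouse IAP enzyme. Reagent: CDP-Star chemiluminescent phosphatase substrate. Benchmarks: DMSO wells, no-enzyme wells. Times: 30 min enzyme-substrate-compound incubation at room temperature. Detection: luminescence from enzymatic CDP-Star hydrolysis. Doses: test compounds delivered from DMSO solution.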
PfG6PD inh – PfG6PD enzyme inhibitors, primary screen, biochemical, fluorescence intensity, uHTS; glucose-6-phosphate dehydrogenase-6-phosphogluconolactonase (Plasmodium falciparum 3D7); PfGluPho enzyme, NADPH resazurin-diaphorase fluorescence; inhibition, % at 20 µM; 350,000 tested, 0.78% active;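 active = inhibition reaching at least a set limit at 20 µM in the primary screen, cut at about 59% in these data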;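 also: 0% = DMSO wells with substrate and 100% = DMSO wells lacking glucose-6-phosphate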
hIAP inh – human IAP inhibitors, primary screen, biochemical, luminescence, uHTS. Intestinal-type alkaline phosphatase (Homo sapiens), P09923. purified IAP, CDP-Star luminescence, 30 min. inhibition, % at 10 µM. 330,000 tested, 0.12% active. AID 2544, 2010;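 active = inhibition reaching a set limit with compound at 10 µM in the primary screen, cut at about 35% in these data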;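 also: plate controls were DMSO wells with enzyme for no effect and no-enzyme buffer wells for full effect; values of inactives mirror those of a sister screen read the other way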
ATG4B inh – ATG4B protease inhibitors, primary screen, biochemical, fluorescence, uHTS. Cysteine protease ATG4B (Homo sapiens), Q9Y4P1. ATG4B cleavage of LC3-PLA2, NBD-HPC fluorescence, 1 h. 340,000 tested, 0.51% active. inhibition, % at 8.33 µM; in the data active = inhibition above about 40%
HKDC1 inhibitor – HKDC1 hexokinase inhibitors, primary screen, biochemical, fluorescence, uHTS. Q2TB90. recombinant HKDC1, G6PDH/diaphorase resazurin coupled fluorescence. inhibition, % at 20 µM. 340,000 tested, 0.16% active. AID 493160, 2011;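 active = inhibition above about 35% when tested at 20 µM, limit read from the data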;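 also: plate controls were DMSO wells with enzyme for no effect and DMSO wells lacking enzyme for full effect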
Target sequence (Q2TB90 whole entry, looked up): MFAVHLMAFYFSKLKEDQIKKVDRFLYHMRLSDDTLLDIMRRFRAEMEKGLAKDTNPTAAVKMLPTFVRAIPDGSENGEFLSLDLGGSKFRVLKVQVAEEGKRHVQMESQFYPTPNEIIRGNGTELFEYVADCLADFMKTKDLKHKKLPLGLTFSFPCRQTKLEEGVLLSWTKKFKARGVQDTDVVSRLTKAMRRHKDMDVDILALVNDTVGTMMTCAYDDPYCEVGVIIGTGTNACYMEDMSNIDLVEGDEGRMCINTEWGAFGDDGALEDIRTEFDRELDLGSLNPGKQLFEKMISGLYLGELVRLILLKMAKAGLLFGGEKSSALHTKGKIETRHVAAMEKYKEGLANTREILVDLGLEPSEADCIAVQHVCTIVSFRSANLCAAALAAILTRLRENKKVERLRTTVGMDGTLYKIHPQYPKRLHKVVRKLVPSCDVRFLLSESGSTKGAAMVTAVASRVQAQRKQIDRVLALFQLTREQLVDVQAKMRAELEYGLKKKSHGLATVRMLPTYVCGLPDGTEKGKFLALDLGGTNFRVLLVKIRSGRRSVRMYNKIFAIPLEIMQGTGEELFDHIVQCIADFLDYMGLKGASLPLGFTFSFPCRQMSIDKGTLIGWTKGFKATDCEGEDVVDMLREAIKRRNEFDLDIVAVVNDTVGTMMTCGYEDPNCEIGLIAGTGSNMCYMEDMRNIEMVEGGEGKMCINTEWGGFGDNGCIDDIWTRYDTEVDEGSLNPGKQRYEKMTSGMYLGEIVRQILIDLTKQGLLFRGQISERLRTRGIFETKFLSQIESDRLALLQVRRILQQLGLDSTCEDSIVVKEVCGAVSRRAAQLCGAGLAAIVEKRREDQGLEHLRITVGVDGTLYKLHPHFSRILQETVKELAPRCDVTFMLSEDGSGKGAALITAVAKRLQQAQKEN
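Test system: Recombinant HKDC1 (HK5) hexokinase enzyme, produced in-house | Input: HKDC1 at 5 µg/mL | Buffer or medium: Tris pH 8.0 buffer with MgCl2, Tween-20, BSA, BME | Schedule: 90 min reaction incubation at room temperature, dark | Technique: Resazurin-to-resorufin fluorescence via G6PDH and diaphorase coupling, 525/613 nm | Controls: DMSO wells with and without enzyme mix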
mIAP block – inhibitors of mouse IAP, primary screen, biochemical, luminescence, uHTS; 330,000 tested, 0.2% active; purified mouse IAP, CDP-Star luminescence, 30 min; intestinal alkaline phosphatase [Mus musculus]; inhibition, % at 10 µM;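 active = inhibition of at least 40% at 10 µM in the primary screen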;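 also: plate controls were DMSO with enzyme for no effect and no enzyme wells for full effect; values of inactives mirror those of a sister screen read the other way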
A3A deaminase – APOBEC3A ssDNA deaminase inhibitors, primary screen, selectivity assay for APOBEC3G inhibitor project, biochemical, FAM/TAMRA oligo cleavage fluorescence; inhibition, % at 20 µM; AID 493011, 2011; DNA dC->dU-editing enzyme APOBEC-3A (Homo sapiens), P31941; 330,000 tested, 0.41% active; recombinant A3A, FAM/TAMRA ssDNA deamination fluorescence;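 active = at least 40% inhibition at 20 µM here, with at most 30% in a related deaminase screen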;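 also: plate controls were A3A with DMSO for no effect and wells lacking A3A enzyme for full effect; some results filed as inactive read as strong as hits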
hIAP activ – human IAP activators, primary screen, biochemical, luminescence, uHTS | activation factor at 10 µM | purified human IAP, CDP-Star luminescence, 30 min; active compounds read high; 1 = vehicle-only enzyme, 0 = enzyme-free background | 330,000 tested, 0.16% active;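 active = activation factor of the enzyme at least 2-fold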; also: the source names both 10 and 20 µM as test concentration; values of inactives mirror those of a sister screen read the other way
* marks the source's active call; other numbers are inactive results; x = no result given.

mIAP activ	PfG6PD inh	hIAP inh	ATG4B inh	HKDC1 inhibitor	mIAP block	A3A deaminase	hIAP activ	SMILES
0.97	-24.3	9.4	6.3	-6.1	3.0	-4.7	0.906	O=C1[C@H]2[C@H](C=CC[C@H]2C(=O)N2CCN(c3ccccc3)CC2)CCN1Cc1ccccc1
0.922	-30.6	13.3	-5.6	4.5	7.8	-3.5	0.867	CCc1ccc(NC(=O)C(CC)Sc2nc3ccsc3c(=O)n2CCC(=O)O)cc1 (stereo not given)
0.949	-1.1	-6.2	2.7	1.1	5.1	-1.4	1.06	CCC(CC)C(=O)NCc1ccccc1Cl
1.05	-4.0	-20.2	5.2	-1.8	-4.9	9.3	1.2	Cc1cccc(NC(=O)C2CC(=O)OC23CCCC3)c1 (stereo not given)
1.01	-12.2	-2.2	3.7	-6.8	-1.5	-0.2	1.02	COc1ccc(Cl)cc1NC(=O)CSc1nc(NS(=O)(=O)c2ccccc2)cc(=O)[nH]1
1.02	8.1	13.8	-0.2	-3.9	-2.0	0.1	0.862	COc1ccc(S(=O)(=O)NCc2csc(C)n2)cc1OC
1.2	-9.4	-23.9	-15.3	2.9	-19.6	-2.1	1.24	COc1ccc(NC(=O)C2CCC2)cc1S(=O)(=O)Nc1cc(C)ccc1Br
1.02	-19.9	-2.3	2.7	1.5	-2.0	-3.6	1.02	Cc1ccc(CNC(=O)CCc2c(C)nn(-c3ccc(N4CCOCC4)nn3)c2C)cc1
0.892	11.2	-18.2	-9.9	4.4	10.8	24.2	1.18	Cc1cccn2c(=O)c3cc(C#N)c(=NC(=O)c4ccco4)n(Cc4ccco4)c3nc12
0.967	-36.1	11.5	-9.4	8.6	3.3	0.1	0.885	CCCCc1cc(=O)oc2cc(OCC(=O)NC(Cc3c[nH]c4ccc(O)cc34)C(=O)O)ccc12 (stereo not given)
0.986	-2.2	3.7	0.7	-2.0	1.4	-0.2	0.963	CC(=O)Nc1ccc(NC(=O)CSc2nnc3ccc(-c4ccc(F)cc4)nn23)cc1
1.3	-11.6	15.9	-1.9	-7.8	-29.7	0.0	0.841	O=C(NCCOc1nc(N2CCOCC2)nc(N2CCOCC2)n1)Nc1ccc(Cl)cc1
1.01	28.1	-13.7	3.7	-12.3	-1.1	-1.7	1.14	O=C(NC1CC1)c1cccc(Br)c1
0.979	-7.5	-19.3	-0.6	-2.5	2.1	-4.1	1.19	CSc1cccc(NC(=O)c2cc(S(=O)(=O)N3CCCCC3)c[nH]2)c1
0.984	-9.4	15.6	-3.6	0.3	1.6	5.8	0.844	C[C@H](NC(=O)Nc1ccc2c(c1)OCCO2)C(=O)O
0.991	14.6	15.9	-4.1	-6.8	0.9	-3.8	0.841	C[C@@H](OC(=O)N(C)Cc1ccccc1)[C@H]1O[C@]2(C)CCCC[C@H]1O2
0.983	-10.8	11.5	11.1	8.9	1.7	3.9	0.885	COc1ccccc1NC(=O)CN1C(=O)C(C)Oc2ccccc21 (stereo not given)
0.988	4.8	-12.5	-12.3	-3.3	1.2	-1.8	1.12	Cc1cc(C)c2cc(CN(CCO)C(=O)NC3CCCCC3)c(=O)[nH]c2c1
0.922	-10.8	8.6	-4.0	-9.6	7.8	-3.6	0.914	Cc1ccc(NC(=O)C2C(=O)N(C)c3ccccc32)cc1 (stereo not given)
1.02	-23.0	-177.1	-4.9	-8.4	-1.6	-3.8	2.77*	Cc1nn2c(C(F)(F)F)cc(-c3ccc(Cl)cc3)nc2c1C(=O)N1CCOCC1
5.67*	x	-310.7	x	x	-467.0	0.3	4.11*	CCC(NC(=S)NC1CCCCC1)c1ccc(C(C)C)cc1 (stereo not given)
0.903	-6.7	-1.3	-8.2	2.4	9.7	-1.4	1.01	CN1CCc2c(sc(NC(=O)c3ccc(C(=O)c4ccccc4)cc3)c2C(N)=O)C1
1.77	12.8	-2.2	-12.5	0.1	-76.9	-2.2	1.02	COc1ccc(NC(=S)NCCC(c2ccccc2)c2ccccc2)c(OC)c1
0.841	-17.7	-1.1	-3.8	-1.2	15.9	5.5	1.01	O=C(COC(=O)/C=C/c1ccc(S(=O)(=O)N2CCCCCC2)cc1)NCc1ccccc1Cl
1.11	-0.9	1.9	10.0	3.8	-10.8	-2.5	0.981	CCc1ccccc1NC(=O)c1ccc(-n2c(C)ccc2C)cc1
0.874	-10.3	4.9	-9.4	3.2	12.6	3.3	0.951	N=c1c2c(ncn1CCCO)Oc1c(ccc3ccccc13)C2c1ccccc1 (stereo not given)
0.951	8.3	-0.9	-9.5	-4.1	4.9	-2.1	1.01	O=C(CNCC1CCCO1)Nc1ccc([N+](=O)[O-])cc1C(=O)Nc1ccccc1F (stereo not given)
0.931	-11.9	4.9	-9.8	-2.6	6.9	0.6	0.951	CSc1ccc(CN2CCN(C(C)C)C(CCO)C2)cc1 (stereo not given)
1.01	17.6	3.6	3.2	-2.0	-1.3	-5.5	0.964	CCN(CC)c1ccc(NC(=O)CSc2nc(C3CC3)nc3ccccc23)cc1C
0.881	16.5	4.7	1.9	-1.7	11.9	0.1	0.953	Cc1cc(C)cc(NC(=S)/C(=C(\[O-])c2ccc(Cl)s2)[n+]2cccc(C)c2)c1
0.977	-14.5	12.1	1.3	3.2	2.3	-8.9	0.879	CCOc1ccccc1C1NC(=O)c2ccccc2O1 (stereo not given)
1.11	-17.6	13.3	14.5	1.5	-11.1	2.8	0.867	CN(CCOc1ccccc1)C(=O)C1CCN(C(=O)c2ccc(F)cc2)CC1
0.962	4.8	23.4	-2.5	-6.4	3.8	-6.2	0.766	CCOC(=O)c1c(S(=O)(=O)N2CCN(C)CC2)c(C)n(C)c1C
0.988	-2.9	10.4	7.1	4.6	1.2	-3.7	0.896	Cc1ccc2c(Cl)cc(Cl)c(OCC(=O)Nc3cccc(S(=O)(=O)N(C)C)c3)c2n1
0.946	-8.2	-8.6	9.3	3.0	5.4	0.4	1.09	OCCCc1nc2n(n1)C(c1ccccc1)C=C(c1ccc(F)cc1)N2 (stereo not given)
1.01	-7.9	11.1	-11.6	-7.4	-1.2	1.5	0.889	CN1CCN(c2nc3c(c(=O)n(C)c(=O)n3C)n2CC(=O)C23CC4CC(CC(C4)C2)C3)CC1
1	3.1	-12.8	5.3	8.5	-0.4	-1.3	1.13	O=C(Nc1ccccc1Cl)c1ccccc1Oc1ccc(C(F)(F)F)cc1[N+](=O)[O-]
1.01	-0.3	7.3	-10.6	1.3	-0.7	-4.5	0.927	Cc1cc2c(cc1S(=O)(=O)Nc1ccc(OC(F)(F)F)cc1)OCC(=O)N2
0.993	6.1	-14.2	-2.9	-1.5	0.7	0.6	1.14	O=C(O)C(CO)N=Cc1c(O)c2ccccc2oc1=O (stereo not given)
0.976	-3.0	11.2	-6.8	-4.0	2.4	7.2	0.888	NS(=O)(=O)c1ccc(CCNC(=O)COC(=O)/C=C/c2ccccc2Cl)cc1
0.944	38.7	1.8	-7.6	-2.8	5.6	-0.8	0.982	Cc1ccccc1OCCCn1c(CO)nc2ccccc21
0.922	8.5	-13.9	0.6	-4.4	7.8	-2.7	1.14	O=C(NCCc1ccc(C(F)(F)F)cc1)C1COc2ccccc2O1 (stereo not given)
0.929	3.6	-1.7	-4.0	3.4	7.1	-6.2	1.02	O=C(CSc1nnnn1-c1ccccc1)N1CCN(C(=O)c2ccco2)CC1
1.01	12.2	2.2	-3.4	-7.3	-0.7	2.7	0.978	O=C(NC(=O)c1cccc(Cl)c1)OC[C@@H]1CCCN2CCCCC12 (stereo not given in full)
0.966	4.6	-92.8	5.6	-3.9	3.4	-0.8	1.93	COc1ccc(OCC(=O)NC(=S)Nc2ccccc2F)cc1
1.02	0.5	5.1	-0.1	3.9	-2.0	20.3	0.949	CCN(CC)S(=O)(=O)c1ccc(N2CCOCC2)c(NC(=O)CC2OC(=O)c3ccccc32)c1 (stereo not given)
1.04	-19.8	-20.6	7.0	-9.8	-4.3	-1.0	1.21	O=C(NCCN1CCN(C(=O)NC2CCCCC2)CC1)NC1CCCCC1
0.985	-2.7	-3.6	3.1	-4.4	1.5	-3.8	1.04	Cc1ccc(S(=O)(=O)N2CCC(=O)N(CCOC(=O)Nc3ccccc3C)CC2)cc1
0.99	3.8	-21.4	-5.6	-2.3	1.0	-1.8	1.21	Cc1cc(=O)oc2cc(OCC(=O)N(C)C3CCS(=O)(=O)C3)c(Cl)cc12 (stereo not given)
1	-3.1	8.3	-6.7	-4.4	-0.4	2.9	0.917	Cc1ccc(SCC(=O)Nc2ccc(N3CCN(C)CC3)c(F)c2)cc1

Gathered by group: those above containing a thiophene ring, fused or not
mIAP activ	PfG6PD inh	hIAP inh	ATG4B inh	HKDC1 inhibitor	mIAP block	A3A deaminase	hIAP activ	SMILES
0.922	-30.6	13.3	-5.6	4.5	7.8	-3.5	0.867	CCc1ccc(NC(=O)C(CC)Sc2nc3ccsc3c(=O)n2CCC(=O)O)cc1 (stereo not given)
0.903	-6.7	-1.3	-8.2	2.4	9.7	-1.4	1.01	CN1CCc2c(sc(NC(=O)c3ccc(C(=O)c4ccccc4)cc3)c2C(N)=O)C1
0.881	16.5	4.7	1.9	-1.7	11.9	0.1	0.953	Cc1cc(C)cc(NC(=S)/C(=C(\[O-])c2ccc(Cl)s2)[n+]2cccc(C)c2)c1

The results go on:
mIAP activ	PfG6PD inh	hIAP inh	ATG4B inh	HKDC1 inhibitor	mIAP block	A3A deaminase	hIAP activ	SMILES
1.06	-13.6	9.7	-0.2	4.8	-6.0	-6.2	0.903	CCC(C)NC(=O)C1CCCN(c2nc(C)cc(OC)n2)C1 (stereo not given)
1.02	-8.8	12.5	-3.3	2.0	-2.0	0.3	0.875	O=C(NCC(O)COc1ccc([N+](=O)[O-])cc1)Nc1ccccc1 (stereo not given)
0.948	-10.3	-21.7	-4.4	2.1	5.2	1.5	1.22	O=C1CC(N2CCc3ccccc32)C(=O)N1c1ccccc1 (stereo not given)
0.973	-8.4	-3.8	3.0	-5.2	2.7	1.4	1.04	O=C(C[C@H]1C/C=C\C[C@@H](Cc2ccc(F)cc2)C(=O)OC[C@H]2CCCN2C1=O)NCCO
0.932	28.2	0.5	-1.6	-6.3	6.8	-3.9	0.995	CCCc1cc(-c2n[nH]c(C)c2-c2ccc(C(=O)OCC)o2)c(O)cc1O
1.05	-8.9	-2.1	3.4	-7.5	-5.3	-1.3	1.02	COc1ccc(CCn2c(=N)c(C(=O)N3CCN(C)CC3)cc3c(=O)n4ccccc4nc32)cc1
0.942	19.6	-5.5	2.6	3.2	5.8	-0.7	1.05	CN(C)N=Nc1ccc2nc[nH]c2c1
1.02	0.1	13.8	-2.1	0.8	-1.8	-3.0	0.862	COC(=O)C1=CN(C(C)C)C=C(C(=O)OC)C1c1cc2c(cc1Br)OCO2
